PAFAH1B3 inh: PAFAH1B3 enzyme inhibitors, primary screen, biochemical, fluorescence polarization, human; hit rate 0.28% among 340,000; AID 492972, 2010; inhibition, % at 3.39 µM; Platelet-activating factor acetylhydrolase IB subunit alpha1 (Homo sapiens), Q15102; recombinant PAFAH1B3, FP-rhodamine probe;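 active means inhibition above the screen-wide average of all tested compounds plus 3 SD, cut at about 25% in these data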;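 further: 0% = enzyme with DMSO only and 100% = wells lacking PAFAH1B3 protein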
Target sequence (Q15102 whole entry, looked up): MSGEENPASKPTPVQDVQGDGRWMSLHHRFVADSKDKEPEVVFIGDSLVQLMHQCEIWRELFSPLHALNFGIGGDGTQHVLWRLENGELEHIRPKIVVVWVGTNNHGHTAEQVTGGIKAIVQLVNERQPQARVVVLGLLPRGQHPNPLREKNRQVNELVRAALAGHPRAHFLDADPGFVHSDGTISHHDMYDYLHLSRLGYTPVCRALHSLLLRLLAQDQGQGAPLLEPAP
LYPLA1 counter: LYPLA1 inhibitors, primary screen, counter-screen for PME1 inhibitor project, biochemical, fluorescence polarization, FP-Rh probe ABPP. hit rate 0.16% among 320,000. inhibition, % at 5.9 µM. Acyl-protein thioesterase 1 (Homo sapiens), O75608. recombinant LYPLA1. AID 2174, 2009;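 active means inhibition above the mean of all tested compounds plus 3 SD, set per campaign, cut at about 14% in these data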;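 further: inhibitors block serine hydrolase probe labeling of LYPLA1 so polarization falls; 0% = enzyme with DMSO and 100% = wells lacking LYPLA1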
PAD4 inh: human PAD4 inhibitors, primary screen, biochemical, fluorescence polarization, 1536-well format. Protein-arginine deiminase type-4 (Homo sapiens), Q9UM07. recombinant PAD4, RCA probe fluorescence polarization. inhibition, % at 6.36 µM. hit rate 0.41% among 330,000. AID 485272, 2010;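 active means percent inhibition above a cutoff equal to the mean of all tested compounds plus 3 SD, cut at about 15% in these data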;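 further: 0% = PAD4 with RCA probe and DMSO and 100% = probe without PAD4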
PREPL inh: PREPL enzyme inhibitors, primary screen, biochemical, fluorescence polarization; Prolyl endopeptidase-like (Homo sapiens), Q4J6C6; recombinant PREPL, fluorescence polarization activity-based probe; hit rate 0.68% among 320,000; inhibition, % at 5.96 µM; in the data active means inhibition above about 43%;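 further: 0% = enzyme with DMSO and 100% = wells lacking enzyme; many of its hits are not listed in these tables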
GSTO1 inh: inhibitors of recombinant GSTO1, primary screen, counter-screen for RBBP9 inhibitor project, biochemical, fluorescence polarization. hit rate 1.1% among 300,000. inhibition, % at 5.96 µM. AID 1974, 2009. activity-based probe fluorescence polarization. Glutathione S-transferase omega-1 (Homo sapiens), P78417;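 active means inhibition above the campaign mean inhibition plus 3 SD, cut at about 35% in these data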;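 further: 0% = GSTO1-1 with DMSO and 100% = wells lacking GSTO1-1 enzyme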
pPAFAH FP inh: pPAFAH enzyme inhibitors, primary screen, biochemical, fluorescence polarization, human; recombinant pPAFAH, FP-rhodamine probe fluorescence polarization; Platelet-activating factor acetylhydrolase (Homo sapiens), Q13093; inhibition, % at 3.39 µM; AID 463082, 2010; hit rate 1.5% among 330,000;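 active means inhibition above the mean inhibition across the screen plus 3 SD, cut at about 25% in these data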;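 further: inhibitors block binding of the rhodamine activity-based probe so polarization drops; 0% = enzyme with DMSO and 100% = wells lacking pPAFAH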
Target sequence (Q13093 whole entry, looked up): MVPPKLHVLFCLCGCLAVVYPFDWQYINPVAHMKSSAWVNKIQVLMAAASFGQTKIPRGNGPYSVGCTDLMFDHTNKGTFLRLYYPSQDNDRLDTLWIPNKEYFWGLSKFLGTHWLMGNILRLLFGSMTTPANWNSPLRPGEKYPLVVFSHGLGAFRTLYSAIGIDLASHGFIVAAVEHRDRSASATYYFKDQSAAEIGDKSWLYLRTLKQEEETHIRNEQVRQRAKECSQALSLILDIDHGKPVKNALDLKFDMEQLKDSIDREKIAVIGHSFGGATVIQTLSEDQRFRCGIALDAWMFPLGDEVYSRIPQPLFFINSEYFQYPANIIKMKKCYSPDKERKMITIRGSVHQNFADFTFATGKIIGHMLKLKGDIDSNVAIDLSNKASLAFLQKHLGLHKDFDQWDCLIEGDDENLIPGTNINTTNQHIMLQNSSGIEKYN
PAFAH1B2 FP inh: PAFAH1B2 enzyme inhibitors, primary screen, biochemical, fluorescence polarization, human; Platelet-activating factor acetylhydrolase IB subunit alpha2 (Homo sapiens), P68402; recombinant PAFAH1B2, FP-rhodamine activity probe; inhibition, % at 3.39 µM; hit rate 1.2% among 340,000;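 active means inhibition above the mean of all tested compounds plus 3 SD, cut at about 24% in these data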;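 further: 0% = enzyme with DMSO and 100% = wells lacking PAFAH1B2; many of its hits are not listed in these tables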
LYPLA2 counter: LYPLA2 inhibitors, primary screen, counter-screen for PME1 inhibitor project, biochemical, fluorescence polarization, FP-Rh probe ABPP. recombinant LYPLA2. inhibition, % at 5.9 µM. Acyl-protein thioesterase 2 (Homo sapiens), O95372. hit rate 0.38% among 320,000;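 active means inhibition above the screen-wide mean plus 3 SD, limit set per campaign, cut at about 26% in these data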;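 further: 0% = LYPLA2 with DMSO and 100% = wells lacking LYPLA2 enzyme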
Target sequence (O95372 whole entry, looked up): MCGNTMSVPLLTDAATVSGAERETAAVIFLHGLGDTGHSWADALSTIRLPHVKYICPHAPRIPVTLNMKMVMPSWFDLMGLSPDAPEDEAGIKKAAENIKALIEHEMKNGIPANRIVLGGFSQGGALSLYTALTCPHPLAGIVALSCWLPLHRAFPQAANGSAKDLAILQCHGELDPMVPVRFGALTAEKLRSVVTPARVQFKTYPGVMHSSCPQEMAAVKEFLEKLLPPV
PME-1 inh: PME-1 inhibitors via competitive probe labeling, primary screen, biochemical, fluorescence polarization, FP-Rh probe, HTS; Protein phosphatase methylesterase 1 (Homo sapiens), Q9Y570; recombinant PME-1; inhibition, % at 5.9 µM; hit rate 0.53% among 320,000;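 active means inhibition above the campaign mean of all compounds plus 3 SD, cut at about 26% in these data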;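 further: competitive labeling of PME-1 active site by serine hydrolase directed probe; 0% = PME-1 with DMSO and 100% = wells lacking PME-1 enzyme; inhibitors block probe labeling so polarization falls and inhibition rises; many of its hits are not listed in these tables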
* marks the source's active call; other numbers are inactive results. This is a subset; rates above refer to the full screens.

The opening two compounds (preview)
Screening CCOC(=O)NC(=O)/C(C#N)=C(/C)N(C)C returned PAFAH1B3 inh 5, LYPLA1 counter 5, PAD4 inh 1, PREPL inh 10, GSTO1 inh -6, pPAFAH FP inh 1, PAFAH1B2 FP inh 2, LYPLA2 counter 3 and PME-1 inh -1.
`O=C(c1cc(-c2ccc(Br)cc2)on1)N1CCc2ccccc2C1` gave PAFAH1B3 inh -5, LYPLA1 counter -5, PAD4 inh -8, PREPL inh 1, GSTO1 inh 8, pPAFAH FP inh -8, PAFAH1B2 FP inh -1, LYPLA2 counter -4 and PME-1 inh 1.

The whole of this part, repeating the preview:
Screening CCOC(=O)NC(=O)/C(C#N)=C(/C)N(C)C returned PAFAH1B3 inh 5, LYPLA1 counter 5, PAD4 inh 1, PREPL inh 10, GSTO1 inh -6, pPAFAH FP inh 1, PAFAH1B2 FP inh 2, LYPLA2 counter 3 and PME-1 inh -1.
`O=C(c1cc(-c2ccc(Br)cc2)on1)N1CCc2ccccc2C1` gave PAFAH1B3 inh -5, LYPLA1 counter -5, PAD4 inh -8, PREPL inh 1, GSTO1 inh 8, pPAFAH FP inh -8, PAFAH1B2 FP inh -1, LYPLA2 counter -4 and PME-1 inh 1.
Screening CCN(CC)S(=O)(=O)c1cc(NC(=O)C(C)OC(=O)c2[nH]c(C)c(C(C)=O)c2C)ccc1C (configuration not stated) returned PAFAH1B3 inh 1, LYPLA1 counter -5, PAD4 inh 5, PREPL inh -6, GSTO1 inh -3, pPAFAH FP inh 3, PAFAH1B2 FP inh -1, LYPLA2 counter -7 and PME-1 inh 1.
For CCC1COCCS(=O)(=O)N1Cc1cccc(C(F)(F)F)c1 (configuration not stated) the results were PAFAH1B3 inh 0, LYPLA1 counter 0, PAD4 inh 1, PREPL inh 8, GSTO1 inh -3, pPAFAH FP inh 3, PAFAH1B2 FP inh -3, LYPLA2 counter -1 and PME-1 inh 0.
`O=C(N/N=C/c1ccc(-c2ccccc2C(=O)O)o1)c1cccs1` gave PAFAH1B3 inh 0, LYPLA1 counter -1, PAD4 inh -5, PREPL inh 8, GSTO1 inh 13, pPAFAH FP inh 28*, PAFAH1B2 FP inh 3, LYPLA2 counter 5 and PME-1 inh -5.
For COc1ccc2c(c1)O[C@@H](c1cccc(C(F)(F)F)c1)[C@H](OC(=O)NCCc1ccc(OC)c(OC)c1)C2=O the results were LYPLA1 counter -4, PAD4 inh 4, PREPL inh -1, GSTO1 inh 10, pPAFAH FP inh 9, LYPLA2 counter -2 and PME-1 inh 1.
`CCn1cc(C(=O)N2CCCC2)c(=O)c2cc(S(=O)(=O)N3CCOCC3)ccc21` gave PAFAH1B3 inh 10, LYPLA1 counter 0, PAD4 inh 2, PREPL inh -5, GSTO1 inh -6, pPAFAH FP inh 7, PAFAH1B2 FP inh 4, LYPLA2 counter -4 and PME-1 inh -8.
`COc1cc(C(=O)NNC(=O)c2nn(C)c(=O)c3ccccc23)cc(OC)c1OC` gave PAFAH1B3 inh 6, PAD4 inh 0, PREPL inh 1, pPAFAH FP inh 1 and PAFAH1B2 FP inh 2.
Screening COc1ccc(C(=O)N=C2SC3CS(=O)(=O)CC3N2c2ccc(C(C)=O)cc2)cc1 (configuration not stated) returned PAFAH1B3 inh 6, LYPLA1 counter -1, PAD4 inh -4, PREPL inh 5, GSTO1 inh -1, pPAFAH FP inh 4, PAFAH1B2 FP inh 3, LYPLA2 counter -3 and PME-1 inh 1.
COc1ccc(OC)c(Nc2nc(-c3ccc(O)c(O)c3)cs2)c1 was read as PAFAH1B3 inh 11, LYPLA1 counter -16, PAD4 inh -7, PREPL inh 14, GSTO1 inh 57*, pPAFAH FP inh 50*, PAFAH1B2 FP inh 0, LYPLA2 counter -22 and PME-1 inh 25.
Screening O=[N+]([O-])c1cc(/C=N/O)ccc1Oc1ccccc1Cl returned PAFAH1B3 inh 1, LYPLA1 counter -5, PAD4 inh -1, PREPL inh 0, GSTO1 inh 1, pPAFAH FP inh 7, PAFAH1B2 FP inh -3, LYPLA2 counter -5 and PME-1 inh 4.
Screening CCCCN(CCCC)C(=O)c1cc(Cl)ccc1[N+](=O)[O-] returned PAFAH1B3 inh 9, LYPLA1 counter -1, PAD4 inh -7, PREPL inh 6, GSTO1 inh 1, pPAFAH FP inh 0, PAFAH1B2 FP inh 3, LYPLA2 counter -4 and PME-1 inh -1.
`C=CCOC(=O)c1sc(NC(=O)c2ccco2)nc1C` gave PAFAH1B3 inh -3, LYPLA1 counter -1, PAD4 inh -7, PREPL inh 19, GSTO1 inh -11, pPAFAH FP inh 3, PAFAH1B2 FP inh 1, LYPLA2 counter -2 and PME-1 inh -5.
For CC(C)N(Cc1ccccc1)CC(O)COc1ccc(S(=O)(=O)N2CCOCC2)cc1Cl (configuration not stated) the results were PAFAH1B3 inh 9, LYPLA1 counter 0, PAD4 inh -2, PREPL inh -6, GSTO1 inh 2, pPAFAH FP inh 4, PAFAH1B2 FP inh 7, LYPLA2 counter 2 and PME-1 inh 3.
`CCOC(=O)CN1C(=O)N[C@@H](c2ccco2)C(C(C)=O)=C1C` gave PAFAH1B3 inh 0, LYPLA1 counter 0, PAD4 inh 4, PREPL inh 1, GSTO1 inh 3, pPAFAH FP inh 3, PAFAH1B2 FP inh 0, LYPLA2 counter -4 and PME-1 inh 3.
For Cc1ccc(C(=O)COc2nc(C)cc(C)c2C#N)cc1 the results were PAFAH1B3 inh 3, LYPLA1 counter 2, PAD4 inh -3, PREPL inh -3, GSTO1 inh 9, pPAFAH FP inh -13, PAFAH1B2 FP inh 3, LYPLA2 counter 7 and PME-1 inh -3.
Screening O=C(NC(=O)c1ccccc1)OCC1CCCN2CCCCC12 (configuration not stated) returned PAFAH1B3 inh 1, LYPLA1 counter 0, PAD4 inh -3, PREPL inh 2, GSTO1 inh 1, pPAFAH FP inh 4, PAFAH1B2 FP inh -2, LYPLA2 counter 2 and PME-1 inh 1.
Cc1ccccc1C(=O)NNS(=O)(=O)c1cccc([N+](=O)[O-])c1 was read as PAFAH1B3 inh 6, LYPLA1 counter 1, PAD4 inh -5, PREPL inh -6, GSTO1 inh 6, pPAFAH FP inh -3, PAFAH1B2 FP inh 4, LYPLA2 counter -4 and PME-1 inh 4.
COc1ccc(N2C(=O)CN(Cc3ccc(OC)c(OC)c3)C2=S)cc1 was read as PAFAH1B3 inh 4, LYPLA1 counter 0, PAD4 inh -6, PREPL inh 13, GSTO1 inh -5, pPAFAH FP inh -2, PAFAH1B2 FP inh 3, LYPLA2 counter -5 and PME-1 inh -2.
COc1ccc(N2C(=O)NC(NS(=O)(=O)c3ccccc3)(C(F)(F)F)C2=O)cc1 (configuration not stated) was read as PAFAH1B3 inh 9, LYPLA1 counter 1, PAD4 inh -4, PREPL inh -2, GSTO1 inh -2, pPAFAH FP inh 4, PAFAH1B2 FP inh 5, LYPLA2 counter -1 and PME-1 inh 1.
`O=C(Nc1nc(-c2ccccn2)cs1)C1CC(=O)N(c2ccc3c(c2)OCCO3)C1` (configuration not stated) gave PAFAH1B3 inh 7, LYPLA1 counter 2, PAD4 inh 0, PREPL inh 21, GSTO1 inh 0, pPAFAH FP inh 11, PAFAH1B2 FP inh 3, LYPLA2 counter -4 and PME-1 inh 3.
Cc1cc(C)c2c(=O)[nH]c(SCC(=O)Nc3ccccc3)nc2n1 was read as PAFAH1B3 inh 5, LYPLA1 counter 0, PAD4 inh 2, PREPL inh -4, GSTO1 inh -2, pPAFAH FP inh 0, PAFAH1B2 FP inh -8, LYPLA2 counter 0 and PME-1 inh 4.
CSc1nnc(-c2cnccn2)n1C was read as PAFAH1B3 inh 6, LYPLA1 counter 1, PAD4 inh -2, PREPL inh 6, GSTO1 inh -5, pPAFAH FP inh -4, PAFAH1B2 FP inh 2, LYPLA2 counter -3 and PME-1 inh 0.
For CC(C)N(Cc1nc(-c2ccc(Cl)cc2)no1)C(=O)c1cccs1 the results were PAFAH1B3 inh 0, LYPLA1 counter 1, PAD4 inh 4, PREPL inh 6, GSTO1 inh -1, pPAFAH FP inh 10, PAFAH1B2 FP inh 4, LYPLA2 counter -6 and PME-1 inh 8.
`CCCCCc1ccc(-c2cn(Cc3ccc4ccccc4c3)nn2)cc1` gave PAFAH1B3 inh 5, LYPLA1 counter -1, PAD4 inh -5, PREPL inh 6, GSTO1 inh 0, pPAFAH FP inh -5, PAFAH1B2 FP inh 3, LYPLA2 counter -5 and PME-1 inh -4.
For COc1ccccc1CNC(=O)C1CCC(CNc2c(N3CCCCC3)c(=O)c2=O)CC1 (configuration not stated) the results were PAFAH1B3 inh 1, LYPLA1 counter 2, PAD4 inh -4, PREPL inh -4, GSTO1 inh 24, pPAFAH FP inh -2, PAFAH1B2 FP inh -6, LYPLA2 counter 3 and PME-1 inh -5.
For O=C(NNC(=O)c1cccc(-n2cccc2)c1)c1ccccc1 the results were PAFAH1B3 inh -1, LYPLA1 counter -2, PAD4 inh -1, PREPL inh 15, pPAFAH FP inh 1, PAFAH1B2 FP inh 1, LYPLA2 counter 6 and PME-1 inh 0.
COc1ccc(C(C)=O)cc1COC(=O)CNC(=O)c1ccccc1F was read as PAFAH1B3 inh 2, LYPLA1 counter -4, PAD4 inh -1, PREPL inh 0, GSTO1 inh 6, pPAFAH FP inh 3, PAFAH1B2 FP inh 0, LYPLA2 counter 3 and PME-1 inh 4.
`Cc1ccc(N(C(=O)CNC(=O)c2ccco2)C(C(=O)NC2CCCC2)c2ccncc2)cc1C` (configuration not stated) gave PAFAH1B3 inh 11, LYPLA1 counter -1, PAD4 inh -6, PREPL inh 7, GSTO1 inh 5, pPAFAH FP inh 0, PAFAH1B2 FP inh 0, LYPLA2 counter -2 and PME-1 inh -1.
O=C(O)CNC(=O)c1ccc(N2CCOCC2)cc1[N+](=O)[O-] was read as PAFAH1B3 inh 0, LYPLA1 counter -1, PAD4 inh -1, PREPL inh 23, GSTO1 inh 2, pPAFAH FP inh -1, PAFAH1B2 FP inh 2, LYPLA2 counter 5 and PME-1 inh -5.
`COc1cccc(NC(=O)COC(=O)CCC(=O)c2cccs2)c1` gave PAFAH1B3 inh 9, LYPLA1 counter -2, PAD4 inh -1, PREPL inh -2, pPAFAH FP inh 8, PAFAH1B2 FP inh 2, LYPLA2 counter 2 and PME-1 inh 4.
Screening CN(Cc1ccccc1)c1ccc(C(CC(N)=O)NC(=O)Cc2ccc(Br)cc2)cc1[N+](=O)[O-] (configuration not stated) returned PAFAH1B3 inh -7, LYPLA1 counter -3, PAD4 inh -5, PREPL inh -38, GSTO1 inh -12, pPAFAH FP inh 7, PAFAH1B2 FP inh 2, LYPLA2 counter -5 and PME-1 inh -4.
Screening CN(C)C(CNC(=S)Nc1ccccc1)c1cccnc1 (configuration not stated) returned PAFAH1B3 inh 9, LYPLA1 counter -4, PAD4 inh 0, PREPL inh 4, GSTO1 inh 3, pPAFAH FP inh 4, PAFAH1B2 FP inh -1, LYPLA2 counter 0 and PME-1 inh 4.

Bioassay records from PubChem BioAssay.
